Source: PubChem
Dynein transport: blocks dynein driven cargo transport along microtubules; 3617.4 mouse cells, GR-EGFP nuclear translocation imaging; test concentration mostly 20 µM; stimulated with dexamethasone, 1 µM; stronger effect = lower value; z-score, hits read low; 220,000 tested, 0.47% active; AID 1381;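 active = plate z-score of nuclear minus cytoplasmic receptor signal below a set negative limit, without overly bright fluorescence or cell loss, cut at about -3.5 in these data, passing the limit was not always enough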;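 note: z-score of nuclear minus cytoplasmic ring GR-EGFP intensity difference per well; some compounds called inactive have numbers as strong as hits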
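Buffer or medium: tet-free, stripped-serum medium; Also added: dexamethasone, 1.0 µM final; Technique: high-content fluorescence imaging after fixation; Times: 48 h induction, 1 h compound, 30 min dex at 37 °C; Read-out: per-cell GR-EGFP intensity, nucleus versus surrounding cytoplasmic ring, well-averaged.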
UTI89 phage lysis: inhibition of K1F phage lysis, E. coli UTI89, bacterial capsule biogenesis inhibitors, alamar blue (AID 488966); 340,000 tested, 0.02% active; E. coli UTI89 K1F phage lysis, alamar blue, 2 h; higher % means a stronger effect; one-dose inhibition, % at 100 µM; IC50 in µM for titrated hits;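 active = phage lysis inhibition, versus mean bacterial control, above a set limit; inconclusive = no clear call, values can overlap the other calls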;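 note: capsule biogenesis inhibitors block K1F phage lysis so surviving cells raise fluorescence; higher fluorescence means more inhibition of phage lysis; actives were called in the ten point dose series up to 300 µM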
ER stress rescue: rescue of cells from ER stress-induced death, primary screen, 384-well, CSM14.1, thapsigargin, ATP luminescence (AID 1222) | CSM14.1 thapsigargin-induced death rescue, ATP luminescence; higher % means a stronger effect | cellular ATP content (survival), % at 20 µM; hits with a dose series show EC50 in µM | 190,000 tested, under 10 active;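 active = EC50 below 50 µM in the dose-response confirmation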;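 note: death triggered by thapsigargin at about 15 µM added after 2 h compound pretreatment; cell ATP read after overnight thapsigargin exposure of roughly 18 to 22 hours; normalized against plate controls of thapsigargin alone and 5% DMSO vehicle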
Insulin prom up: MIN6 insulin promoter up-regulation; MIN6 insulin promoter-GFP reporter, high-content imaging; stronger effect = higher value; z-score at 5 µM; 190,000 tested, 0.3% active; AID 1625;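 active = z-score above 3 at 5 µM with at least 500 cells counted in the well; inconclusive = wells under 500 cells, flagged as cytotoxic or low count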
P. falciparum M17LAP: P. falciparum M17LAP inhibitors, primary screen, biochemical, fluorogenic H-Leu-NHMec substrate, 1536-well (AID 1619). recombinant M17LAP, H-Leu-NHMec fluorogenic kinetic assay; higher % means a stronger effect. inhibition, % at 30 µM, or IC50 in µM where a hit was titrated. 220,000 tested, 0.38% active;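 active = compound inhibiting the enzyme by more than half at any dose during confirmatory dose-response retesting; inconclusive = strong single-dose inhibitors picked by rank but not retested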;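 note: plate controls were full reaction with DMSO carrier for no effect and no enzyme background for full effect; strong numbers were not always called active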
bCat nuc transl: modulators of beta-catenin nuclear translocation. AID 1665. HeLa beta-catenin nuclear translocation, immunofluorescence imaging. 190,000 tested, 0.3% active. nuclear translocation activity, % at 5 µM;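 active = nuclear translocation activity above 50% at 5 µM, with a well cell count of 50 or more; inconclusive = wells under 50 cells across six images, flagged as toxic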;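 note: per-cell ratio of nuclear to cytoplasmic median beta-catenin stain intensity; plate controls were DMSO negative control for no effect and GSK-3 inhibitor IX positive control for full effect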
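test system = HeLa cells, endogenous beta-catenin | dosing = single 5 µM dose plus 0.02–20 µM confirmation series | times = compound treatment 24 h, 37°C, 5% CO2 | technique = beta-catenin immunofluorescence imaging with DAPI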
M1AAP inhibition: malaria alanyl aminopeptidase activity blockers – biochemical, fluorogenic H-Leu-NHMec substrate, 1536-well (AID 1445) | recombinant M1AAP, H-Leu-NHMec fluorogenic kinetic assay; higher % means a stronger effect | inhibition, % at 30 µM, or IC50 in µM where a hit was titrated | 220,000 tested, 0.42% active;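 active = primary inhibition above the hit cutoff, then over 50% inhibition at one or more dose response concentrations, cut at about 23% in these data, passing the limit was not always enough; inconclusive = conflicting primary data, or primary hits not chosen for dose response; inactive = low primary inhibition, or under 50% at every dose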;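 note: plate controls were DMSO full reaction for no effect and no enzyme background for full effect; strong numbers were not always called active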
MT stabilizer: microtubule stabilization, imaging screen. HeLa tubulin immunostaining HCS, 24 h; share of cells brighter than vehicle mean+2SD. % tubulin-high responders, % at 10 µM. 200,000 tested, 0.83% active. AID 2205;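 active = plate Z-score above 3 for both tubulin-high and condensed-nucleus cell shares, with cell loss under 80%, at 10 µM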;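 note: anti alpha tubulin signal scored within the nucleus-defined area of each cell; some results filed as inactive read as strong as hits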
Autophagy HCS: modulators of autophagy; MEF GFP-LC3 puncta imaging; test concentration mostly 10 µM; calls only at 10 µM (by protocol); 190,000 tested, 0.98% active; AID 463193;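 active = percentage of spot-positive cells more than 3 SD above its plate mean, without a fluorescence outlier flag or 80% toxicity; inconclusive = no clear call, values can overlap the other calls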;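 note: spot-positive cell cutoff set from DMSO-treated cells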
Dynein transport cytoplasmic EGFP: second read-out of Dynein transport, no call of its own (marks repeat the call); z-score; measured here: cytoplasmic GR-EGFP intensity; stronger effect = higher value
Dynein transport nuclear GR-EGFP: second read-out of Dynein transport, no call of its own (marks repeat the call); z-score; measured here: nuclear GR-EGFP intensity;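 lower value marks the stronger effect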
Dynein transport cell count: also measured in Dynein transport; calls as there; z-score; measured here: cell count per field
Insulin prom up cell count: recorded beside Insulin prom up, whose call it bears; cell count; measured here: cytotoxicity, nuclei count;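 total cells summed across four imaged fields per well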
bCat nuc transl cell count 5 µM: further read-out of bCat nuc transl, marked with its call; cell count; measured here: cell count, cytotoxicity flag
MT stabilizer Hoechst-high %: second read-out of MT stabilizer, no call of its own (marks repeat the call); % Hoechst-high responders; measured here: nuclear condensation Hoechst responders;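 share of cells brighter than vehicle mean plus two SD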
MT stabilizer cytotoxicity %: also measured in MT stabilizer; calls as there; toxicity, %; measured here: cytotoxicity by cell density;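 0% = mean cell density of plate MIN control wells and 100% = no cells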
Autophagy HCS cell loss 18 h: second read-out of Autophagy HCS, no call of its own (marks repeat the call); toxicity, %; measured here: cell loss, nuclei count;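 cell loss after 18 h compound exposure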
An asterisk follows results filed as active; i = inactive; ? = inconclusive; . = no result given; [ ] = remark or other dose.

| mol | Dynein transport | Dynein transport cytoplasmic EGFP | Dynein transport nuclear GR-EGFP | Dynein transport cell count | UTI89 phage lysis | ER stress rescue | Insulin prom up | Insulin prom up cell count | P. falciparum M17LAP | bCat nuc transl | bCat nuc transl cell count 5 µM | M1AAP inhibition | MT stabilizer | MT stabilizer Hoechst-high % | MT stabilizer cytotoxicity % | Autophagy HCS | Autophagy HCS cell loss 18 h |
| --- | --- | --- | --- | --- | --- | --- | --- | --- | --- | --- | --- | --- | --- | --- | --- | --- | --- |
| O=C(N/N=C/c1cn(-c2ccccc2)nc1-c1cc2ccccc2o1)c1ccncc1 | 0.014 | -0.031 | 0.83 | -0.63 | 3.8% | -11% | -1.7 | 824 | 13% | -2.8 | 546 | 2% | 3.5 | 1.5 | 14 | i | -11 |
| CC1(C)OC(=O)C(=NNc2ccccc2C(=O)O)C(=O)O1 | -0.53 | -0.3 | -0.67 | 0.79 | -0.6% | . | -0.4 | 1366 | 9% | 0.4 | 1319 | 6% | . | . | . | . | . |
| CCCc1nc(Cl)c(C#N)c2c1CCCC2 | 0.19 | -0.26 | 0.16 | -0.3 | 0.0% | 0.0% | 0.72 | 1502 | 4% | 1.6 | 879 | -2% | 4.4 | 1.7 | 9.0 | i | 24 |
| CN(C)c1ccc(N=Nc2nc3ccccc3n2C)cc1 | 0.26 | -0.72 | -0.18 | 0.4 | -0.3% | . | -0.35 | 728 | -6% | 2.1 | 1367 | -2% | . | . | . | . | . |
| CCOc1ccc(CC(=NCCc2ccccc2)C2=C(O)CC(C)(C)CC2=O)cc1OCC | 0.16 | -0.25 | 0.23 | 0.27 | -0.2%[50 µM] | 2.0% | -0.12 | 1498 | 8% | -2.1 | 1117 | -1% | 4.0 | 1.8 | 9.1 | i | 32 |
| Cc1ccsc1C(=O)N1CCN(S(=O)(=O)c2cccs2)CC1 | -0.89 | -0.35 | -0.39 | 0.74 | 1.2% | 0.4% | -0.66 | 1447 | 2% | -2.4 | 1126 | 2% | 6.3 | 1.1 | 6.1 | i | -7 |
| CCOCCn1c(SCc2ccc(F)cc2)nc2c1c(=O)[nH]c(=O)n2C | -0.87 | 0.57 | -0.23 | 0.45 | -0.9% | -1.1% | 0.67 | 888 | 3% | . | . | 1% | 1.5 | 3.8 | 7.4 | i | 2 |
| CCCC(=O)NC(c1ccc(OC)c(OC)c1)c1cc(Cl)c2cccnc2c1O (stereo unspecified) | -0.98 | -0.25 | -0.42 | 1.5 | 1.7% | 10% | -2.9 | 1090 | 5% | 0.2 | 1492 | 2% | 2.3 | 1.7 | 3.5 | i | -7 |
| COCc1cc(C)nc(SCC(=O)Nc2ccccc2C)c1C#N | -0.26 | -0.22 | 0.026 | 0.71 | -1.1% | -3.3% | . | . | -2% | -2.7 | 909 | -4% | 2.1 | 2.3 | 6.7 | i | 3 |
| Cc1cc(=O)[nH]c(SCC(=O)N2CCC(Cc3ccccc3)CC2)n1 | -0.38 | -0.21 | 0.15 | 0.89 | -0.3% | 2.1% | -0.26 | 1217 | -6% | 1.9 | 932 | -6% | 4.4 | 2.0 | 6.2 | i | 9 |
| CCOCC(=O)Nc1nnc(COC)s1 | -0.34 | -0.13 | -0.35 | 0.21 | 2.2% | -1.0% | 0.43 | 1599 | 4% | -0.2 | 982 | -1% | 2.7 | 1.7 | 7.9 | i | -3 |
| Cn1c(=O)n(C)c2cc([N+](=O)[O-])c(N3CCN(C(=O)c4ccc(F)cc4)CC3)cc21 | 0.68 | -0.29 | 0.63 | 0.01 | 0.0% | -0.9% | -1 | 1498 | 1% | -6.4 | 1111 | 5% | 7.0 | 2.8 | 8.1 | i | -14 |
| CNc1c([N+](=O)[O-])cnn1-c1ccccc1F | -1.1 | -0.31 | -0.46 | 1.1 | . | 0.1% | 0.76 | 1442 | -5% | 0.4 | 1409 | 6% | 2.2 | 1.2 | 7.1 | i | 7 |
| C=CCNC(=S)NNC(=O)Cn1c(-c2ccccc2)cc(=O)n2ncnc12 | -1 | -0.25 | 0.23 | 0.56 | -0.5% | . | 0 | 1071 | 4% | 0.4 | 1380 | 3% | . | . | . | . | . |
| CC(C)NC(=O)c1ccc(-n2c(=S)[nH]c3ccccc3c2=O)cc1 | 1.1 | 0.036 | 0.63 | -2.2 | . | 0.3% | . | . | 3% | -3.7 | 1086 | 2% | 4.7 | 2.8 | 7.6 | i | -2 |
| CCCCCNC(=O)c1cc(S(=O)(=O)N2CCCC2)ccc1F | 0.12 | -0.28 | 1.2 | -0.72 | 0.8%[50 µM] | -3.3% | -0.76 | 1226 | 20% | -0.3 | 585 | 0% | 2.0 | 2.6 | 8.3 | i | 4 |
| CC(C)Oc1cccc(C(=O)C2CCCN(C(=O)c3noc4c3CCCC4)C2)c1 (stereo unspecified) | 0.63 | -0.28 | 0.088 | 0.18 | -0.3% | 3.4% | 1.3 | 1339 | -4% | -1.5 | 1256 | 6% | 3.0 | 1.3 | 4.1 | i | 23 |
| Cc1ccc(-c2cc(=O)[nH]c3ccccc23)cc1 | -1.1 | -0.041 | -0.33 | -0.58 | 0.9%[50 µM] | . | . | . | . | . | . | . | 2.8 | 1.8 | 4.2 | i | 8 |
| Cn1c(CN2CCCC2)nc2cc(NC(=O)COc3ccccc3)ccc21 | -0.42 | -0.23 | 0.2 | 1.4 | 2.1%[50 µM] | 0.0% | -0.49 | 1318 | 1% | -1.1 | 885 | 0% | 2.0 | 2.0 | 7.1 | i | 5 |
| COc1ccc(-c2n[nH]c(=S)n2N)c(OC)c1 | 2.3 | -0.25 | 1.3 | -1.6 | 0.3% | 0.9% | -0.64 | 1203 | 1% | -1.9 | 1102 | -1% | 3.3 | 2.6 | 11 | i | -2 |
| Cc1cn(-c2ccc(Br)cc2)[nH]c1=O | -0.64 | -0.081 | -0.42 | -0.027 | 3.4% | -1.6% | 0.24 | 1765 | -4% | 1.0 | 1015 | 0% | 3.1 | 1.1 | 0.3 | i | -5 |
| N/C(=N\OC(=O)c1ccc(Cl)cc1Cl)c1cccnc1 | 1.9 | -0.0099 | 1.7 | -1.4 | 0.1% | -5.6% | -0.01 | 1639 | . | -1.3 | 1041 | . | 2.7 | 2.2 | 9.2 | i | 0 |
| Cc1c(CN(C)C(=O)CSc2nc(-c3ccco3)cc(C(F)(F)F)n2)cnn1C | 0.29 | -0.062 | 0.72 | -1.8 | 2.9% | 0.8% | -0.39 | 1238 | 30% | -4.0 | 1046 | 3% | 5.3 | 3.5 | 6.3 | i | 8 |
| Clc1ccc(CNCCC2=CCCCC2)cc1 | -1.3 | -0.17 | -0.42 | 0.48 | ? | 0.4% | 0.17 | 1090 | 5% | -6.9 | 1211 | 1% | 1.3 | 0.9 | 8.2 | i | -1 |
| CCOc1ccc(N(CC)C(=O)CCNC(=O)Cn2ccc3ccccc3c2=O)cc1 | -0.5 | -0.26 | -0.071 | 0.67 | -0.3% | -1.0% | . | . | 6% | . | . | -2% | 3.3 | 1.7 | 7.4 | i | -4 |
| COc1ccccc1N(C)S(=O)(=O)c1ccc(C(=O)NC2CCCCCC2)cc1 | 0.36 | -0.22 | 0.073 | 0.63 | 0.1%[50 µM] | . | -0.52 | 1183 | -1% | -0.7 | 1344 | 5% | . | . | . | . | . |
| COc1cccc(NC(=O)c2ccc3c(c2)N(CC(=O)N2CCCCC2)C(=O)C(C)(C)O3)c1 | -0.5 | -0.18 | 0.014 | 0.45 | -3.2% | 0.1% | -1.6 | 906 | -4% | -5.0 | 1013 | -3% | 5.3 | 3.3 | 12 | i | -16 |
| O=C(Nc1ccc(C(=O)O)cc1)Nc1ccc(F)cc1F | 0.2 | -0.34 | -0.47 | -0.42 | -1.3% | -0.3% | -0.29 | 1198 | 2% | -2.1 | 1139 | 9% | 1.2 | 2.3 | 8.5 | i | -1 |

Two records picked at random from those above:
| mol | Dynein transport | Dynein transport cytoplasmic EGFP | Dynein transport nuclear GR-EGFP | Dynein transport cell count | UTI89 phage lysis | ER stress rescue | Insulin prom up | Insulin prom up cell count | P. falciparum M17LAP | bCat nuc transl | bCat nuc transl cell count 5 µM | M1AAP inhibition | MT stabilizer | MT stabilizer Hoechst-high % | MT stabilizer cytotoxicity % | Autophagy HCS | Autophagy HCS cell loss 18 h |
| --- | --- | --- | --- | --- | --- | --- | --- | --- | --- | --- | --- | --- | --- | --- | --- | --- | --- |
| CCOCC(=O)Nc1nnc(COC)s1 | -0.34 | -0.13 | -0.35 | 0.21 | 2.2% | -1.0% | 0.43 | 1599 | 4% | -0.2 | 982 | -1% | 2.7 | 1.7 | 7.9 | i | -3 |
| C=CCNC(=S)NNC(=O)Cn1c(-c2ccccc2)cc(=O)n2ncnc12 | -1 | -0.25 | 0.23 | 0.56 | -0.5% | . | 0 | 1071 | 4% | 0.4 | 1380 | 3% | . | . | . | . | . |

Copied from the list.
Clc1ccc(CNCCC2=CCCCC2)cc1 | bCat nuc transl = -6.9
COc1ccccc1N(C)S(=O)(=O)c1ccc(C(=O)NC2CCCCCC2)cc1 | Insulin prom up cell count = 1183

The order is random. About 2.9% of those tested had a hit in this group.
